Screens: PubChem, The Scripps Research Institute Molecular Screening Center
SRC3 TRFRET art = TR-FRET detection interference compounds, artefact control for PPARgamma SRC-3 recruitment agonists, biochemical, TR-FRET ratio; TR-FRET artefact counter-screen, PPARgamma/SRC-3 format; stronger effect = higher value; 0.39% of 99,000 active; TR-FRET ratio at 8 µM; in the data active = TR-FRET ratio above about 2000; note: inactives centre near 1600
SRC1 TRFRET art = TR-FRET detection interference compounds, primary screen, artefact control for PPARgamma SRC-1 recruitment agonists, biochemical, TR-FRET emission ratio | TR-FRET detection artefact counter-screen; stronger effect = higher value | TR-FRET ratio at 8 µM | 0.34% of 99,000 active | AID 1051, 2008; in the data active = TR-FRET ratio above about 2300; note: inactives centre near 1800
* marks the source's active call; other numbers are inactive results.

Every second line gives: SRC3 TRFRET art	SRC1 TRFRET art
> N#Cc1c(N)nc(-c2ccccc2)nc1-c1ccccc1
  1600	1870
> CCOc1ccc(-c2[nH]nc3c2C(c2ccc4c(c2)OCO4)C(C#N)=C(N)O3)cc1OC (stereo not drawn)
  1615	1735
> C/C(=N\Nc1ccccn1)c1ccc(S(=O)(=O)NCc2ccco2)cc1
  1644	1793
> CCN(CC)C(=O)N1CCN(S(=O)(=O)c2ccccc2)CC1
  1371	1696
> CCC(C)(C)NC(=O)C(c1ccccn1)N(C(=O)c1csnn1)c1ccccc1 (stereo not drawn)
  1502	1914
> Cc1csc(NC(=O)CSc2nc3[nH]ncc3c(=O)[nH]2)n1
  1576	1611
> CN(C)c1ccc(NC(=O)Cn2cc3c(n2)CCCC3)cc1
  1660	2018
> O=CNNC(=O)c1cccc([N+](=O)[O-])c1
  1535	1711
> Nc1ccc(NC(=O)NC2CCCCC2)cc1
  1700	1582
> O=C(C[n+]1ccc(Cc2ccccc2)cc1)Nc1ccc([N+](=O)[O-])cc1Cl
  1585	1948
> COc1ccccc1N1CCN(C2CCN(C(=O)c3cc(OC)c(OC)c(OC)c3)CC2)CC1
  1534	1903
> COc1ccc(/C=C/C(=O)NCCNC(=O)c2ccccc2)cc1OC
  1574	1690
> O=C(NCCc1ccccc1)C1CCN(C2CCN(Cc3ccc(CO)o3)CC2)CC1
  1358	1669
> CCOC(=O)c1c(C)[nH]c(C)c1C(=O)CSc1nc2ccccc2n1CC
  1747	1976
> CCC(Sc1nc2ccccc2[nH]1)C(=O)Nc1cc(C)on1 (stereo not drawn)
  1579	2041
> CC(=O)Nc1ccc(CN2CCCC(C(=O)c3ccc(C(F)(F)F)cc3)C2)cc1 (stereo not drawn)
  1500	1684
> Cn1/c(=N/N=C/c2ccc(N3CCOCC3)cc2)sc2ccccc21
  1632	1754
> Cc1c(N/C(=N/S(=O)(=O)c2cc([N+](=O)[O-])ccc2Cl)c2ccccc2)c(=O)n(-c2ccccc2)n1C
  1507	1721
> O=C(C1=C[C@H](c2csc3ccccc23)C[C@H](OCc2ccc(CO)cc2)O1)N1CCN(Cc2ccccc2)CC1
  1617	1841
> O=C(Nc1nccs1)c1cc(-c2ccco2)nc2ccccc12
  1579	1716
> Cc1ccc(CN2C(=O)CCC2C(=O)N2CCN(c3ccccc3)CC2)cc1 (stereo not drawn)
  1814	1761
> O=S(=O)(/C=C/c1ccccc1)N1CCN(c2nc(-c3ccccc3)nc3ccccc23)CC1
  1544	1743
> CCC(C)NC(=O)COC(=O)c1oc2ccccc2c1CSc1ccc(Cl)cc1 (stereo not drawn)
  1504	2034
> COc1ccc(C(C)(C)C)cc1NC(=O)COC(=O)c1cc(SC)ccc1Cl
  1805	2021
> O=C(CN(Cc1ccccc1)C1=NCCS1)c1ccccc1
  1691	2144
> Cc1ccc(S(=O)(=O)C(C#N)=C2N(C)c3ccccc3N2C)cc1
  1572	1614
> C/C(CCc1ccc2c(c1)OCO2)=N\NC(=O)c1ccccc1Br
  1805	1823
> Cc1ccc(NC2Sc3ccccc3NC2=O)cc1 (stereo not drawn)
  1553	1771
> Cc1ccc(OCC(=O)N2CCc3ccccc32)c([N+](=O)[O-])n1
  1513	2051
> CCOc1ccc(NC(=O)NC2CC(=O)N(c3ccc(OC)cc3)C2)cc1 (stereo not drawn)
  1642	1923
> CCOC(=O)c1c(-c2ccc(C)cc2)csc1NC(=O)CCN1CCOCC1
  1591	1829
> Cc1nc([N+](=O)[O-])c(C(=O)OCc2ccc(C#N)cc2)n1C
  1551	1876
> COc1cccc(N/C(N)=N/c2nc(CSc3ccccn3)cc(=O)[nH]2)c1
  1524	1915
> CCC(=O)NNc1ncnc2c1cnn2-c1ccccc1
  1495	1713
> CCOC(=O)C1CCN(c2nc3ccccc3n2CC(=O)c2ccccc2)CC1
  1739	1611
> O=C(Nc1nc2ccccc2n1CCN1CCCC1)c1ccc(Cl)cc1
  1609	1866
> COC(=O)c1c(SCc2ccc(C#N)cc2)nc(=O)[nH]c1C
  1673	1767
> CCN(CC)S(=O)(=O)c1ccc2c(c1)c(=O)c(C(=O)NCc1ccco1)cn2C
  1739	1980
> CC(C)OCCCNC(=S)Nc1ccc2nc3n(c(=O)c2c1)CCCCC3
  1503	1694
> C=CCc1cccc(C=Nc2cc(Br)ccc2O)c1O
  1677	1950
> CC(OC(=O)c1cn(-c2ccccc2)nc1-c1cccnc1)C(N)=O (stereo not drawn)
  1662	2107
> Cc1onc(C(=O)NCc2ccc(F)cc2)c1[N+](=O)[O-]
  1736	1759
> Nc1nnc(-c2ccccc2F)s1
  1522	1850
> Cc1ccc(-c2cc(N)n(-c3ccc(F)cc3)n2)cc1
  1485	1864
> COc1cc(OC)c(C(=O)OCC(=O)N(Cc2ccccc2)C(C)(C)C)cc1OC
  1472	1720
> O=C(NCc1ccccc1)c1ccc(N2C(=O)C3CCCCC3C2=O)cc1 (stereo not drawn)
  1763	2083
> Cc1cc(C)n(-c2ccc(F)cc2)c(=O)c1C#N
  1709	1987
> CNS(=O)(=O)c1cc(C(=O)O)ccc1OC
  1757	1931
> COc1ccccc1C(=O)Nc1ccc(-c2nnn(CC(=O)N3CCOCC3)n2)cc1
  1580	1822
> Cc1ccc(NC(=O)C2CC(Cl)=CCC2C(=O)O)c([N+](=O)[O-])c1 (stereo not drawn)
  1626	1472
> CCOC(=O)c1c(NC(=O)CN2CCCCC2)sc(CN(C)C)c1-c1ccccc1
  1689	1892
> Cc1ccc(NC(=O)CSCc2ccc(F)cc2)cc1
  1564	1620
> COC(=O)c1nc(N)sc1-c1ccc(Cl)cc1
  1498	1778
> COc1ccc(NC(=S)N(Cc2cccnc2)Cc2cc3cc(OC)c(OC)cc3[nH]c2=O)cc1
  1537	1922
> CC(C)C1N=C2c3ccccc3N=C(SCC(=O)NCCc3ccc(S(N)(=O)=O)cc3)N2C1=O (stereo not drawn)
  1681	2005
> O=C(CNC(=O)c1ccc(Br)o1)OCC(=O)c1cccc([N+](=O)[O-])c1
  1501	1597
> CC(NC(=O)c1ccc(F)cc1)C(=O)NC1=NCCS1 (stereo not drawn)
  1646	1592
> Nc1nnc(SCC(=O)Nc2cc(S(=O)(=O)N3CCOCC3)ccc2Cl)s1
  1468	1674
> O=C(O)c1cc2nc(-c3cccs3)cc(C(F)(F)F)n2n1
  1557	1816
> COc1ccc(N2CC(O)(c3ccc(C)cc3)[N+]3=C2CCCC3)cc1 (stereo not drawn)
  1990	1967

Other results
Every second line gives: SRC3 TRFRET art	SRC1 TRFRET art
> Oc1ccc(/C=N/N(Cc2ccccc2)c2ccccc2)c(O)c1O
  1788	1956
> Cc1ccccc1NC(=O)Cc1nc(-c2ccc3ccccc3c2)cs1
  1416	1877
> COc1cc(/C=N/NC(=O)c2ccc(CN3c4cccc5cccc(c45)S3(=O)=O)cc2)cc(OC)c1O
  1674	1885
> Cc1[nH]nc2c1C(c1ccsc1)C1=C(CC(C)(C)CC1=O)N2 (stereo not drawn)
  1436	1863
> Cc1cc(C)n(-c2ccc(C(=O)N3CC(C)OC(C)C3)cc2)n1 (stereo not drawn)
  1631	1867
> O=C(Nc1ccn(Cc2ccccc2)n1)c1ccc(F)cc1
  1684	1835
> O=[N+]([O-])c1ccc(F)cc1Oc1nc(-c2cccnc2)nc2ccccc12
  1754	1778
> O=c1cnnc(Nc2ccc(F)cc2)[nH]1
  1578	1711
> CC(C)Cc1cc(CN2CCC(CO)(Cc3cccc(C(F)(F)F)c3)CC2)[nH]n1
  1501	1827
> CCC(C)NC(=O)c1c(-c2cc(Cl)c(OC)c(Cl)c2)noc1C (stereo not drawn)
  1677	1537
> CC(C)(C)C1CCc2onc(C(=O)O)c2C1 (stereo not drawn)
  1485	1679
> CN(CC(O)COC(c1ccccc1)c1ccccc1)C1CCCCC1 (stereo not drawn)
  1672	2210
> CC(C)CCOc1ccc(C(=O)CCNC(C)C(=O)O)cc1 (stereo not drawn)
  1553	1892
> Cc1c(Br)c([N+](=O)[O-])nn1C(C)C(=O)NCc1ccco1 (stereo not drawn)
  1804	2222
> COc1ccc(CCNC(=O)CSc2nnnn2-c2ccc(OC)c(OC)c2)cc1OC
  1578	1689
> CCN(CC)C(=S)Nc1c(C)n(C)n(-c2ccccc2)c1=O
  1804	1779
> COc1ccc(/C=C/C(=O)Nc2ccc(C34CC5CC(CC(O)(C5)C3)C4)cc2)cc1OC
  1496	1749
> NNc1nc2c(-c3ccc(Cl)cc3)nnn2c2ccccc12
  1621	1516
> COC(=O)CNC(=O)COC(=O)Cc1ccc(Cl)cc1
  1570	1990
> CCOc1ccc(C(=O)NCC(=O)OCC(=O)N2CCCC2)cc1
  1561	1819
> O=C(O)[C@H](Cc1ccccc1)NC(=O)C(c1ccccc1)(c1ccccc1)c1ccccc1
  1394	1629
> O=C(/C=C/c1ccc(S(=O)(=O)N2CCOCC2)cc1)N1CCN(c2ccccc2)CC1
  1563	1421
> O=C(COC(=O)c1cccc(Br)c1)NCCc1ccc(F)cc1
  1407	1660
> C/C(=N\Nc1cc(C)nc(-c2ccccc2)n1)c1cccc([N+](=O)[O-])c1
  1496	1657
> CC1CCCCC1NC(=O)c1cn(C)c2ccc(S(=O)(=O)N3CCCC3)cc2c1=O (stereo not drawn)
  1412	1969
> CC(=O)C1=C(c2ccccc2)N(C(C)=O)n2c(C)nnc2S1
  1741	1641
> O=C1NC(=Nc2ccc(Cl)cc2)SC1Cc1cccc(Cl)c1Cl (stereo not drawn)
  1396	1907
> COc1ccc(OCc2n[nH]c(=S)n2Cc2ccco2)cc1
  1537	1790
> CC(=O)Nc1ccc(NC(=O)C2CC(=O)N(c3ccccc3Cl)C2)cc1 (stereo not drawn)
  1682	2047
> CN(C)CCNC(=O)C(=O)NCC1OCCCN1S(=O)(=O)c1cccs1 (stereo not drawn)
  1311	1660

2 records drawn at random from the list so far, as already listed:
Every second line gives: SRC3 TRFRET art	SRC1 TRFRET art
> C/C(=N\Nc1cc(C)nc(-c2ccccc2)n1)c1cccc([N+](=O)[O-])c1
  1496	1657
> O=C(/C=C/c1ccc(S(=O)(=O)N2CCOCC2)cc1)N1CCN(c2ccccc2)CC1
  1563	1421

Shown tab-delimited: part of the list above
SMILES	SRC3 TRFRET art	SRC1 TRFRET art
O=C1NC(=Nc2ccc(Cl)cc2)SC1Cc1cccc(Cl)c1Cl (stereo not drawn)	1396	1907
COc1ccc(OCc2n[nH]c(=S)n2Cc2ccco2)cc1	1537	1790
CC(=O)Nc1ccc(NC(=O)C2CC(=O)N(c3ccccc3Cl)C2)cc1 (stereo not drawn)	1682	2047

(next part)
Every second line gives: SRC3 TRFRET art	SRC1 TRFRET art
> CC(=O)Nc1ccc(S(=O)(=O)N(C)CC(=O)OCC(=O)Nc2cccnc2Cl)cc1
  1532	1597
> CC(=O)Nc1ccc(SCC(=O)Nc2sccc2C#N)cc1
  1512	1825
> COc1cc(OC)cc(C(=O)NC(=S)Nc2cc3oc4ccccc4c3cc2OC)c1
  1676	1695
> Cc1cc(=O)n(C)c(=O)n1CCCCOc1cccc([N+](=O)[O-])c1
  1415	1801
> Cc1ccc(C2=NN(C(=O)CSc3nc4ncc(Cl)cc4[nH]3)C(c3ccco3)C2)cc1 (stereo not drawn)
  1544	1861
> Cn1c(-c2ccc3c(c2)OCO3)c(C(=O)O)c(=O)c2ccccc21
  1505	1732
> COc1cccc(COC(=O)c2nn(-c3ccccc3)nc2N)c1
  1537	1740
> COC(=O)CCC(=O)Nc1c(C)n(C)n(-c2ccccc2)c1=O
  1653	1806
> Cc1cc(C)c(C)c(S(=O)(=O)NCCCN2CCOCC2)c1C
  1593	1779
> COC(=O)c1cc(OC)c(OC)cc1NCC(=O)Nc1ccc(OC)c(OC)c1
  1584	1749
> c1ccc(OCc2nc(-c3ccncc3)no2)cc1
  1740	2072
> O=c1c2sccc2nc(SCc2cc(=O)n3cc(Cl)ccc3n2)n1-c1ccc(F)cc1
  1593	1777
> CCc1ccc(OCc2n[nH]c(=S)n2Cc2ccccc2)cc1
  1412	1729
> CSCCC(NC(N)=O)C(=O)Nc1cccc(C#N)c1 (stereo not drawn)
  1304	1407
> COc1ccc(-c2[nH]ncc2CN2CCCOc3c(cccc3OC)C2)c(OC)c1
  1643	1902
> Cc1nc2sc(C(c3ccc(F)cc3)N3CCN(C(=O)c4ccco4)CC3)c(O)n2n1 (stereo not drawn)
  1568	1852
> CCC(C)(C)NC(=O)/C=C/c1cnc2ccccc2n1
  1450	1776
> CN(C(=O)COC(=O)CNC(=O)c1ccccc1Cl)c1ccccc1
  1646	1822
> CC(OC(=O)c1cc[n+]([O-])cc1)C(=O)Nc1ccc(Cl)cn1 (stereo not drawn)
  1537	1809

Compounds above that have a tert-butyl group:
Every second line gives: SRC3 TRFRET art	SRC1 TRFRET art
> COc1ccc(C(C)(C)C)cc1NC(=O)COC(=O)c1cc(SC)ccc1Cl
  1805	2021
> COc1cc(OC)c(C(=O)OCC(=O)N(Cc2ccccc2)C(C)(C)C)cc1OC
  1472	1720
> CC(C)(C)C1CCc2onc(C(=O)O)c2C1 (stereo not drawn)
  1485	1679

The list is partial, so the mix of outcomes need not match the whole.
